# MKP-3 inhibition = MKP-3 phosphatase inhibitors, primary screen, biochemical, rat enzyme, in vitro (AID 425) | recombinant MKP-3 phosphatase activity, fluorescence; higher % means a stronger effect | inhibition, % at 20 µM; hits with a dose series show IC50 in µM | 110,000 tested, 0.17% active; in the data active = inhibition above about 50%;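 also: plate controls were vehicle for no effect and reference inhibitor for full effect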
# Hsp70 inhibitors = small molecules displacing fluorescent ligand from Hsp70 – biochemical, fluorescence polarization, primary screen (AID 583); displacement, % at 20 µM; hits with a dose series show IC50 in µM; 140,000 tested, 0.06% active; Hsp70 fluorescence polarization probe displacement, mP; higher % means a stronger effect; in the data active = displacement above about 50%;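 also: plate controls were vehicle for no effect and reference ligand for full effect; a part of the inactive calls stands beside numbers as strong as those of hits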
# * = called active by the depositor; · = not tested or not shown. Only part of the results is shown. The share of hits here may be higher or lower than overall.
SMILES,MKP-3 inhibition,Hsp70 inhibitors
O=C(O)C1C2CCC(O2)C1C(=O)Nc1ccc2c(c1)OCO2 (stereo not given),-1.7%,-0.8%
CCCOC(=O)c1ccc(NC(=O)c2cnccn2)cc1,8.1%,-5.6%
CCN1CCN(c2nc3ccccc3nc2C(C#N)S(=O)(=O)c2ccc(C)c(C)c2)CC1 (stereo not given),·,-0.1%
CCOC(=O)C1=C(O)/C(=C/c2ccc(C(C)(C)C)cc2)N=C1C,5.4%,-6.4%
Cc1cccc(NC(=O)CSc2nnc(-c3ccccc3Br)o2)c1C,-10.6%,4.2%
Cc1ccc(NC(=O)c2cc(NC(=O)c3ccco3)ccc2N2CCCCC2)cc1,1.5%,-7.9%
COc1cc(C2CC(=O)NC(SCc3ccccc3)=C2C#N)cc(Br)c1O (stereo not given),1.8%,-2.2%
CCOC(=O)c1c(C)oc2ccc(OCC(=O)N(CC)CC)cc12,4.7%,-0.6%
CCOC(=O)CN1CC23C=CC(O2)C(C(=O)Nc2ccc(F)c(C)c2)C3C1=O (stereo not given),14.9%,·
CC1CCN(C2=NC(=O)/C(=C/c3ccccc3)S2)CC1,-2.5%,3.9%
CC1(C)CC(NC(=O)c2ccco2)CC(C)(CNC(=O)c2ccco2)C1 (stereo not given),-0.3%,2.5%
CCCS(=O)(=O)N1CCCC(C(=O)NC2CCCC(C)C2C)C1 (stereo not given),0.2%,-0.4%
Cc1ccc(Cl)cc1NC(=O)CCn1cccc1,-0.7%,4.7%
O=S(=O)(NCc1ccccc1Cl)c1ccc2ccccc2c1,1.2%,4.1%
Cc1ccc([N+](=O)[O-])cc1NC(=O)C1CC1(c1ccccc1)c1ccccc1 (stereo not given),-1.7%,3.0%
CCCC(=O)c1ccc(N2CCN(S(=O)(=O)c3ccccc3)CC2)c(F)c1,1.3%,1.0%
COCc1cc(C)nc(SCC(=O)Nc2ccccc2C)c1C#N,-5.0%,1.6%
Nc1cc(N)nc(SCCOc2ccccc2)n1,-6.7%,-1.4%
O=S(=O)(NCc1cccnc1)c1cc(Cl)ccc1Cl,-13.2%,-5.9%
CCOC(=O)c1ccc(NS(=O)(=O)N2CCCCCC2)cc1,-7.1%,0.5%
O=C(CSCC(=O)Nc1ccc(F)c([N+](=O)[O-])c1)Nc1ccccc1,2.4%,2.4%
CCC(=O)N1CCN(c2ccc(NC(=O)c3ccc(-c4ccccc4)cc3)cc2)CC1,·,9.3%
N#Cc1ccccc1NC(=O)COC(=O)c1ccc2c(c1)OCCO2,-1.8%,0.7%
Cc1ccc(-c2cc(C(=O)N3CCN(c4ncccn4)CC3)c3ccccc3n2)cc1,-7.8%,2.6%
Cc1ccc(S(=O)(=O)NCc2ccc(C(=O)N3CCN(c4ccccn4)CC3)cc2)cc1,-14.3%,-1.1%
COc1ccc(-n2nc3cc(C)c(NC(=O)c4ccccc4[N+](=O)[O-])cc3n2)cc1,-0.3%,1.5%
O=C(NCc1cccc(C(F)(F)F)c1)C1CCN(c2ncccn2)CC1,0.6%,5.5%
O=C(Nc1ccc2oc(-c3ccncc3)nc2c1)c1c(F)c(F)c(F)c(F)c1F,-10.8%,1.5%
CC(=O)c1cc(F)c(N2CCN(C(=O)COc3ccccc3F)CC2)cc1C,·,4.6%
COc1ccccc1CC(=O)N(CCC#N)CCC#N,-3.2%,-4.6%
Cc1ccc(OCC(=O)Nc2ccc(C)cc2[N+](=O)[O-])c(C)c1,5.3%,0.4%
O=C(CCS(=O)(=O)c1ccc(Cl)cc1)N1CCN(S(=O)(=O)c2cccs2)CC1,-18.6%,7.0%
CCOC(=O)COc1c(C)cccc1C,-0.5%,-1.6%
CC(C)CC(=O)N1CCN(Cc2ccccc2C(F)(F)F)CC1,3.7%,0.7%
O=C(NNc1ccc([N+](=O)[O-])cc1)c1ccc(Cl)cc1Cl,2.2%,2.9%
O=[N+]([O-])c1ccc(N(CC(O)CN2CCCCC2)S(=O)(=O)c2ccccc2)cc1 (stereo not given),0.6%,-0.8%
COc1ccc(CCNc2c(N)n(Cc3ccccc3)c(=O)[nH]c2=O)cc1OC,-2.2%,24.3%
CCCc1nc(SCC(=O)NCc2ccco2)c2c(=O)n(C)c(=O)n(C)c2n1,-2.7%,4.3%
O=C(Oc1cccc2ccccc12)c1ccc(Cl)cc1Cl,1.2%,-4.0%
CCOC(=O)C1CCCN(Cc2cccc(Cl)c2)C1 (stereo not given),0.6%,0.5%

# Some of the entries so far, bar-delimited:
Molecule | MKP-3 inhibition | Hsp70 inhibitors
O=C(O)C1C2CCC(O2)C1C(=O)Nc1ccc2c(c1)OCO2 (stereo not given) | -1.7% | -0.8%
CCCOC(=O)c1ccc(NC(=O)c2cnccn2)cc1 | 8.1% | -5.6%
CCN1CCN(c2nc3ccccc3nc2C(C#N)S(=O)(=O)c2ccc(C)c(C)c2)CC1 (stereo not given) | · | -0.1%
CCOC(=O)C1=C(O)/C(=C/c2ccc(C(C)(C)C)cc2)N=C1C | 5.4% | -6.4%
Cc1cccc(NC(=O)CSc2nnc(-c3ccccc3Br)o2)c1C | -10.6% | 4.2%
Cc1ccc(NC(=O)c2cc(NC(=O)c3ccco3)ccc2N2CCCCC2)cc1 | 1.5% | -7.9%
COc1cc(C2CC(=O)NC(SCc3ccccc3)=C2C#N)cc(Br)c1O (stereo not given) | 1.8% | -2.2%
CCOC(=O)c1c(C)oc2ccc(OCC(=O)N(CC)CC)cc12 | 4.7% | -0.6%
CCOC(=O)CN1CC23C=CC(O2)C(C(=O)Nc2ccc(F)c(C)c2)C3C1=O (stereo not given) | 14.9% | ·
CC1CCN(C2=NC(=O)/C(=C/c3ccccc3)S2)CC1 | -2.5% | 3.9%
CC1(C)CC(NC(=O)c2ccco2)CC(C)(CNC(=O)c2ccco2)C1 (stereo not given) | -0.3% | 2.5%
CCCS(=O)(=O)N1CCCC(C(=O)NC2CCCC(C)C2C)C1 (stereo not given) | 0.2% | -0.4%
Cc1ccc(Cl)cc1NC(=O)CCn1cccc1 | -0.7% | 4.7%
O=S(=O)(NCc1ccccc1Cl)c1ccc2ccccc2c1 | 1.2% | 4.1%
Cc1ccc([N+](=O)[O-])cc1NC(=O)C1CC1(c1ccccc1)c1ccccc1 (stereo not given) | -1.7% | 3.0%
CCCC(=O)c1ccc(N2CCN(S(=O)(=O)c3ccccc3)CC2)c(F)c1 | 1.3% | 1.0%
COCc1cc(C)nc(SCC(=O)Nc2ccccc2C)c1C#N | -5.0% | 1.6%
Nc1cc(N)nc(SCCOc2ccccc2)n1 | -6.7% | -1.4%
O=S(=O)(NCc1cccnc1)c1cc(Cl)ccc1Cl | -13.2% | -5.9%
CCOC(=O)c1ccc(NS(=O)(=O)N2CCCCCC2)cc1 | -7.1% | 0.5%
O=C(CSCC(=O)Nc1ccc(F)c([N+](=O)[O-])c1)Nc1ccccc1 | 2.4% | 2.4%
CCC(=O)N1CCN(c2ccc(NC(=O)c3ccc(-c4ccccc4)cc3)cc2)CC1 | · | 9.3%
N#Cc1ccccc1NC(=O)COC(=O)c1ccc2c(c1)OCCO2 | -1.8% | 0.7%
Cc1ccc(-c2cc(C(=O)N3CCN(c4ncccn4)CC3)c3ccccc3n2)cc1 | -7.8% | 2.6%
Cc1ccc(S(=O)(=O)NCc2ccc(C(=O)N3CCN(c4ccccn4)CC3)cc2)cc1 | -14.3% | -1.1%
COc1ccc(-n2nc3cc(C)c(NC(=O)c4ccccc4[N+](=O)[O-])cc3n2)cc1 | -0.3% | 1.5%
O=C(NCc1cccc(C(F)(F)F)c1)C1CCN(c2ncccn2)CC1 | 0.6% | 5.5%
O=C(Nc1ccc2oc(-c3ccncc3)nc2c1)c1c(F)c(F)c(F)c(F)c1F | -10.8% | 1.5%

# Next entries follow.
SMILES,MKP-3 inhibition,Hsp70 inhibitors
CN1CCN(C(=O)c2cccc(S(=O)(=O)N3CCCCC3)c2)CC1,-5.3%,23.6%
O=C(CN1CCN(c2nc(-c3ccccc3)cs2)CC1)Nc1ccc2c(c1)OCO2,-4.0%,6.1%
CCOc1cc(S(=O)(=O)NCc2ccco2)c(OCC)cc1-n1cnnn1,-7.9%,-0.8%
CS(=O)(=O)N(CC(=O)N1CCN(c2ccccc2F)CC1)c1cccc(C(F)(F)F)c1,7.1%,6.2%
Cc1ccc2c(c1)N(CCC(=O)NCCCOC(C)C)C(=O)C(C)O2 (stereo not given),-0.5%,4.8%
CS(=O)(=O)N1CCC(C(=O)Nc2cc(C(F)(F)F)ccc2Cl)CC1,-10.0%,2.4%
COc1ccc(-c2ccc(-c3nnc(Cc4ccc(OC)c(OC)c4)o3)cc2)cc1,-11.5%,3.2%
COc1ccc(OC)c(N=C2C(=O)Nc3ccccc32)c1,-11.0%,3.6%
COc1nc(OC/C(N)=N/O)nc(N2CCOCC2)n1,4.0%,-5.4%
CN1c2ccccc2-c2nc3ccccc3n2C1c1ccncc1 (stereo not given),-0.8%,0.4%
COc1ccc(OCC(=O)Nc2cc(-c3nn4c(C)nnc4s3)ccc2C)cc1,28.7%,0.2%
COc1ccc2c(c1)c(CC(=O)O)c(C)n2C(=O)c1ccc(Cl)cc1,-5.6%,3.1%
CN(Cc1ccc(OC(F)F)cc1)C(=O)c1ccc2nccnc2c1,-0.6%,-1.1%
O=C(CCN1C(=O)S/C(=C/c2ccc(Cl)cc2)C1=O)N1CCOCC1,0.4%,-3.8%
CC(NC(=O)CN1CCN(c2ncccn2)CC1)c1ccc(F)cc1 (stereo not given),·,1.0%
Oc1cc(Cc2ccccc2)cnc1CN1CCOCC1,1.5%,0.7%
C=CCNC(=O)c1ccc(-c2ccc(Cl)cc2Cl)o1,-7.6%,-0.1%
Cc1ccc(C2/C(=C(\O)c3ccccc3)C(=O)C(=O)N2CCCC(=O)O)cc1 (stereo not given),1.8%,0.9%
CC1(C)Cc2ccccc2-c2nc(NN)n(Cc3ccccc3)c(=O)c21,-1.0%,-1.5%
Cc1nc2cc(NC(=O)NCc3ccc4c(c3)OCO4)ccc2o1,-10.9%,-2.6%
CC(C)c1nc2sc3c(SCC(=O)NCc4ccco4)ncnc3c2c2c1CCC2,8.6%,-6.1%
CCOCCCNC(=O)CN(Cc1ccc(Cl)cc1)S(C)(=O)=O,-12.9%,7.6%
Cc1cc2c(cc(C(=O)NCc3cccnc3)n2Cc2ccc(Cl)cc2)o1,1.1%,1.9%
CC1CN(C(=O)CN2C(=O)c3ccccc3C2=O)CC(C)O1 (stereo not given),-2.4%,-0.5%
COc1cccc(CNc2nc3nc(C)c(Cl)c(C)n3n2)c1,-0.3%,0.3%
CC(C)C(=O)N1CCN(CCN=CC2=C(O)CC(c3ccco3)CC2=O)CC1 (stereo not given),-3.9%,-4.1%
O=C(O)c1cccc(N2CCCC2=O)c1,-2.8%,-0.6%
O=C(NCc1cccnc1)c1cnc2n(c1=O)CCS2,·,-1.1%
Cc1cc(=O)[nH]c(SCC(=O)C23CC4CC(CC(C4)C2)C3)c1C#N,-8.4%,-5.8%
CN1C(=O)/C(=C\c2ccc(-c3ccc(F)c(Cl)c3)o2)SC1=S,-1.5%,-21.1%
Oc1ccc(-c2onc(C(F)(F)F)c2-c2cscn2)c(O)c1,0.2%,1.9%
Cc1ccc(-n2c(=O)c(C#N)cc3c(=O)n4ccccc4nc32)cc1,-8.8%,0.7%
NNC(=O)CSc1nc2ccccc2n1Cc1ccccc1,2.3%,-3.2%
Cc1cc(C)nc(/N=C(/N)Nc2cccc(OCc3ccccc3)c2)n1,4.6%,-4.2%
CCc1ccc(NS(=O)(=O)c2cccs2)cc1,-1.7%,-3.6%
COc1nc(Nc2ccc(-c3nc4ccccc4o3)cc2)nc(N2CCOCC2)n1,0.2%,4.1%
CCC(=O)Oc1ccc(-c2nc(-c3cccnc3)no2)cc1,4.2%,-1.9%
COCCCNC(=O)CNC(=S)N(Cc1ccc(F)cc1)C1CCCCC1,·,1.1%
COc1ccc2cc3cc(C(=O)NCc4ccccn4)oc3nc2c1,-5.1%,-0.6%
O=C(COc1ccc(Cl)cc1Br)NNC(=O)c1ccc(O)cc1,1.2%,5.9%
COC(=O)CSc1nnc(-c2ccc3c(c2)OCO3)n1C,·,-10.0%
Cc1ccc(-c2ccc(C=C3C(=O)N(C)C(=O)N(C)C3=O)o2)cc1[N+](=O)[O-],-5.2%,-3.3%
COc1c(I)cc(I)cc1/C=N/NC(=O)C1COc2ccccc2O1 (stereo not given),3.0%,-2.2%
Cc1cccc(NC2=NC(C)(C)N=C(N)N2)c1C,-1.8%,2.2%
CC(C)C(=O)Nc1ccc(NC(=O)c2ccco2)cc1,-0.1%,-3.6%
COc1cccc(NC(=O)c2ccn(C)n2)c1,·,-1.3%
C/C(Cn1nnc([N+](=O)[O-])n1)=N/NC(=O)c1ccc(Cl)cc1,-0.5%,-2.9%
N#Cc1c(NC(=O)c2cc(S(=O)(=O)N3CCOCC3)c(Cl)cc2Cl)sc2c1CCCC2,2.0%,0.8%
CCOc1ccc(C2OC34CCCCC3C(C#N)(C#N)C2(C#N)C(=N)O4)cc1OC (stereo not given),·,1.3%
CC(=O)Nc1ccc(N2C(=O)CC(N3CCN(Cc4ccc5c(c4)OCO5)CC3)C2=O)cc1 (stereo not given),·,-2.1%

# (list continues)
SMILES,MKP-3 inhibition,Hsp70 inhibitors
COC(=O)c1[nH]c2cccc(OC)c2c1NC(=O)CN1CCN(c2cccc(OC)c2)C(C)C1 (stereo not given),-0.4%,0.0%
CCCNC(=O)Cc1cc(=O)[nH]c(=O)[nH]1,-16.3%,0.9%
Cc1cccc(C)c1NC(=O)C1CC(=O)N(C(C)C)C1 (stereo not given),-10.5%,5.3%
CSCC[C@H](Nc1ncnc2sc(C)c(C)c12)C(=O)O,·,8.2%
CCOC(=O)N1CCC(NC(=O)CCc2c(C)nc3c(c(C)nn3-c3ccccc3)c2C)CC1,-8.8%,3.0%
CC(=O)Nc1ccc(S(=O)(=O)Nc2nc3ccccc3nc2N2CCCCCC2)cc1,·,8.4%
CCOC(=O)C1CCN(C(=O)Nc2ccc(Cl)c(Cl)c2)CC1,-0.2%,-3.4%
O=C(N/N=C/C=C/c1ccccc1)c1cc(C2CC2)[nH]n1,2.7%,2.3%
CCOc1ccc(/C=N/n2cnnc2)cc1,-10.1%,-5.8%

# Assay outcomes as filed in PubChem.
